PLC-beta3 inh = human PLC-beta3 inhibitors, primary screen, biochemical, fluorescence; 1-phosphatidylinositol 4,5-bisphosphate phosphodiesterase beta-3 (Homo sapiens), Q01970; Purified PLC-beta3, fluorogenic substrate; inhibition, % at 12.2 µM; 370,000 compounds, 0.18% hits; in the data active means inhibition above about 11%;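 further: 0% = median of compound wells on plate and 100% = full blocker control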
DAX1 inh-1 = DAX1 (NR0B1) inhibitors on StAR promoter, primary screen, cell-based, luminescence, SF-1 (NR5A1), full-length DAX-1 | 370,000 compounds, 1.1% hits | HEK293T StAR-luciferase reporter, SF-1/DAX-1 repression relief | inhibition, % at 6.8 µM | AID 652010, 2013;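 active means inhibition above the mean over all tested compounds plus 3 SD, cut at about 3.6% in these data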;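 further: 0% = DAX-1 cells with DMSO and 100% = cells lacking DAX-1 with DMSO; higher inhibition means more luminescence from relief of DAX-1 repression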
sPLA2-III inh = human group III sPLA2 inhibitors, primary screen, biochemical, QFRET, BODIPY PC-A2 liposome substrate. QFRET BODIPY PC-A2 liposome hydrolysis, fluorescence. inhibition, % at 12.2 µM. 370,000 compounds, 0.56% hits. AID 743126, 2013;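 active means inhibition above mean plus 3 SD of compounds lying within the high and low control bounds, cut at about 19% in these data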;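 further: 0% = median of test compound wells and 100% = no enzyme DMSO wells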
DAX1 inh-2 = DAX1 (NR0B1) inhibitors, primary screen, cell-based, HEK293, Gal4-DAX1, luciferase luminescence. HEK293 Gal4-DAX1 luciferase reporter. AID 504766, 2011. Nuclear receptor subfamily 0 group B member 1 (Homo sapiens), P51843. inhibition, % at 6.75 µM. 340,000 compounds, 0.99% hits;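 active means inhibition above the mean over all tested compounds plus 3 SD, cut at about 4.2% in these data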;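 further: 0% = DAX1-transfected cells with DMSO and 100% = empty-vector control cells with DMSO; inhibition shows as a rise in luminescence from relieved DAX1 repression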
Target sequence (P51843 207-470 limits assumed): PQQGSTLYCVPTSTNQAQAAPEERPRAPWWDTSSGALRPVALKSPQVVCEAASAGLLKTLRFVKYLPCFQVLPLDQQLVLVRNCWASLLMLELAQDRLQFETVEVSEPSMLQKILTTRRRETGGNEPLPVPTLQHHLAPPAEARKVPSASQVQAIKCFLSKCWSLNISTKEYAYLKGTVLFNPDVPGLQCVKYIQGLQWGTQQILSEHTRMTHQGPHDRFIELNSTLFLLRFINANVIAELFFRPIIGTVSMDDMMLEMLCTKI
ADAM10 inh = human ADAM10 inhibitors, primary screen, biochemical, QFRET, HTS. 370,000 compounds, 0.62% hits. AID 720582, 2013. inhibition, % at 7 µM. recombinant ADAM10, EDANS/DABCYL FRET peptide cleavage, 3 h. Disintegrin and metalloproteinase domain-containing protein 10 (Homo sapiens), O14672;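 active means inhibition above a per-campaign cutoff equal to the mean of compounds falling between control-based bounds plus 3 SD, cut at about 20% in these data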;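 further: 0% = DMSO wells while the 100% control is not disclosed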
Target sequence (O14672 214-748 limits assumed): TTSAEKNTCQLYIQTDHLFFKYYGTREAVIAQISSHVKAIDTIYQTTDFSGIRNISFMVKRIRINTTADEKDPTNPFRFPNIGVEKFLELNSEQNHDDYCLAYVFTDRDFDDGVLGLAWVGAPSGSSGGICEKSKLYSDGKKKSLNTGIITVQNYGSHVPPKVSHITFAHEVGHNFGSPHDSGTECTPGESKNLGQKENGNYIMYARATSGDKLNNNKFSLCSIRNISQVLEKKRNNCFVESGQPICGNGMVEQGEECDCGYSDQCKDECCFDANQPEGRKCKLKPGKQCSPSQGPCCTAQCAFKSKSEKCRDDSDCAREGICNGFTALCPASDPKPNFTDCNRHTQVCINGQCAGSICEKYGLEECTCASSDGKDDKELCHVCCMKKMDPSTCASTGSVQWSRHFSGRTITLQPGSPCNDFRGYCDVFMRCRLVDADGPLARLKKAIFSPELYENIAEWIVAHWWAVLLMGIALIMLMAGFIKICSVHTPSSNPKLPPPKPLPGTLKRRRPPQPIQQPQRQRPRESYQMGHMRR
hcDAF-12 act = H. contortus DAF-12 nuclear receptor activators, primary screen, cell-based, luminescence, HEK293, lit1-tk-luc reporter | HEK293 hcDAF-12 lit1-tk-luc reporter; 0% DMSO, 100% Δ7-dafachronic acid | activation, % at 6.8 µM | 370,000 compounds, 1.4% hits;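 active means activation above the mean of all tested compounds plus 3 SD, cut at about 5.5% in these data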;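 further: 100% = response to 3 µM Δ7-dafachronic acid high control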
ADAM17 inh = ADAM17 inhibitors, primary screen, biochemical, QFRET; Disintegrin and metalloproteinase domain-containing protein 17 (Homo sapiens), P78536; recombinant ADAM17, EDANS/DABCYL FRET peptide cleavage; inhibition, % at 6.95 µM; 370,000 compounds, 0.83% hits;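 active means inhibition above the mean of compounds lying between control limits plus 3 SD, set per campaign, cut at about 8.5% in these data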;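 further: 0% = DMSO-only wells as the low control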
GAA850 FXN act = FXN promoter activators, primary screen, cell-based, luciferase luminescence, HEK293 lucGAA850. HEK293 lucGAA850 FXN promoter luciferase reporter, 24 h; percent of 10 µM SAHA response. AID 540364, 2011. 360,000 compounds, 0.56% hits. activation, % at 6 µM;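 active means activation above the average of all compounds screened plus 3 SD, cutoff fixed separately per campaign, cut at about 7.5% in these data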;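 further: 0% = DMSO wells and 100% = 10 µM SAHA wells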
hgDAF12 agonist = H. glycines DAF-12 receptor agonists, primary screen, cell-based, luminescence, HEK293, GAL4 fusion, UAS-luciferase; 370,000 compounds, 1.8% hits; HEK293 GAL4-hgDAF12 UAS-luciferase reporter, agonist luminescence; normalized to butyrate control; Nuclear hormone receptor DAF-12 (Heterodera glycines), GAL4 fusion; activation, % at 6.8 µM;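 active means activation above a cutoff set at the mean of all screened compounds plus 3 SD, cut at about 10% in these data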;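 further: 0% = DMSO wells and 100% = sodium butyrate wells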
ssDAF12 agonist = S. stercoralis DAF-12 nuclear receptor activators, primary screen, cell-based, luminescence, HEK293, GRIP1 co-expression, lit1-tk-luc. Nuclear hormone receptor DAF-12 (Strongyloides stercoralis). HEK293 ssDAF-12/GRIP1 lit1-tk-luc reporter; % of 3 µM dafachronic acid response. activation, % at 6.8 µM. 370,000 compounds, 1% hits. AID 652126, 2013;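 active means activation above the mean over all tested compounds plus 3 SD, cut at about 0.9% in these data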;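 further: 0% = DMSO-only wells and 100% = 3 µM delta7-dafachronic acid wells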
PLCg1 inh = PLC-gamma1 enzyme inhibitors, primary screen, biochemical, fluorescence, purified enzyme | inhibition, % at 12.2 µM | fluorogenic substrate | 370,000 compounds, 0.84% hits; in the data active means inhibition above about 9.5%
Starred values were filed as active, the others as inactive; i = inactive; x = no result given.

SMILES	PLC-beta3 inh	DAX1 inh-1	sPLA2-III inh	DAX1 inh-2	ADAM10 inh	hcDAF-12 act	ADAM17 inh	GAA850 FXN act	hgDAF12 agonist	ssDAF12 agonist	PLCg1 inh
Cc1ccc(C(=O)OCC(=O)N2CCC(C)CC2)cc1S(=O)(=O)N1CCCCC1	-5	-0.8	-6	0.0	0	-0.9	6	-0.8	0.2	-1.5	1
O=C(COC(=O)CN1C(=O)NC2(CCCC2)C1=O)NCc1ccc(Cl)cc1Cl	1	0.8	-8	0.3	-7	-1.1	1	-2.0	-1.0	-0.9	2
CC(=O)c1c(C(C)=O)c(C)n(NC(=O)c2ccccc2Cl)c1C	1	-0.3	13	0.8	6	0.5	2	-1.9	3.3	-1.2	7
CCOC(=O)CC1(C)SC(NC(C)=O)=NN1C(C)=O (configuration not stated)	3	-0.2	1	-1.3	2	-0.5	0	-0.9	-2.6	-0.8	-1
CCc1ccccc1NC(=O)COc1cccc(-n2cnnn2)c1	-2	-0.3	3	-0.5	0	0.1	0	-0.1	0.7	-1.1	0
CCc1ccc(S(=O)(=O)Nc2cc3c(cc2N2CCCCC2)n(C)c(=O)c(=O)n3C)cc1	-102	-0.8	13	0.9	-24	-0.5	-9	4.0	-0.4	-1.4	-61
CCSC1=NCCN1C(=O)Cc1ccc(-c2ccccc2)cc1	-13	-0.3	-7	-0.2	-1	-1.9	-2	-0.2	9.1	-1.5	-3
N#CC1=C(N)NC(SCC(=O)Nc2ccc(Br)cc2)=C(C#N)C12CCCCC2	2	-0.8	-20	0.2	22*	-1.1	11*	1.7	1.1	-1.2	4
COC(=O)[C@@]12C[C@@H](CC(=O)NCc3cccs3)C(=O)N(Cc3ccccc3)C1=CCC(C)(C)C2	5	-0.9	-14	x	6	-2.0	3	x	-0.4	-1.7	-2
CC(=O)N1CCN(S(=O)(=O)c2cccc(C(=O)Nc3nccs3)c2)CC1	-5	-0.1	0	0.1	10	0.5	-2	1.0	0.5	-1.4	1
Cc1ccc2c(=O)cc(C(F)F)oc2c1	-4	0.3	9	-0.8	-9	-0.9	-10	-0.9	2.2	-0.9	-7
CCCCCNC(=O)C(c1ccncc1)n1c(=O)c(-c2cc3ccccc3[nH]2)nc2ccccc21 (configuration not stated)	-248	4.3*	-4	x	-103	9.2*	-35	x	8.4	0.9*	-176
O=C(NN=Cc1ccccc1)c1ccccc1	-6	3.8*	-2	4.1	-25	5.0	-7	1.1	13*	0.4	-7
Cc1cccc(N2C(=O)C3C4C=CC(CC4)C3C2=O)c1 (configuration not stated)	-3	-0.2	0	0.0	-8	-2.7	-4	3.2	1.5	-0.7	2
O=S(=O)(NCC1CCCO1)c1cccc2nsnc12 (configuration not stated)	4	0.2	-5	0.7	1	-1.0	1	0.8	1.5	-0.8	1
Cc1c(Cl)cccc1NC(=O)CCC(=O)NNC(=O)c1ccccc1Cl	5	0.0	4	-1.4	-6	-0.3	-2	0.2	-0.9	-0.8	6
C[C@H](CO)N1C[C@H](C)[C@@H](CN(C)Cc2ccc3c(c2)OCCO3)OCc2cnnn2CCCC1=O	0	-0.2	2	1.3	-5	0.9	0	1.3	-1.3	-1.0	0
Cc1cnc(C(=O)OCC(=O)NC(C)c2ccccc2)cn1 (configuration not stated)	-9	-0.1	7	-0.7	-13	0.5	-3	0.7	-1.4	-0.6	-7
CCOC(=O)c1cc(CC)sc1/N=C/C1C(=O)CC(C)(C)CC1=O	-2	-0.4	-4	-0.2	-1	2.0	0	2.3	4.3	-0.6	-1
Cc1cc(C)nc(N2CCCC(C(=O)NCc3ccccc3F)C2)n1 (configuration not stated)	-3	0.0	3	0.9	-2	-0.7	-4	2.2	-3.0	-1.8	-1
Cc1ccccc1C1c2[nH]c3ccccc3c2C[C@H]2C(=O)N(C3CCN(Cc4ccccc4)CC3)CC(=O)N12 (some centres not stated)	-5	-0.4	-16	3.1	18	3.1	8.7*	0.1	1.1	0.1	1
COc1ccc(Cl)cc1C(=O)NCC(c1ccco1)N(C)C (configuration not stated)	0	0.7	-4	0.5	0	7.3*	-2	1.3	2.2	-0.2	-4
CCN(C(=O)CSc1nc2ccccc2c(=O)n1-c1ccccc1F)C1CCS(=O)(=O)C1 (configuration not stated)	0	1.3	-1	2.0	-4	0.7	1	3.2	1.0	-1.0	2
CN1C(=O)C(c2cn(C)c3ccccc23)(c2cn(C)c3ccccc23)c2cc(Br)ccc21	1	0.8	-3	x	-4	3.4	3	x	-1.9	0.1	2
CCCC(C(=O)NCC1CCCO1)N(Cc1ccco1)C(=O)CNS(=O)(=O)c1ccccc1 (configuration not stated)	1	-0.6	5	0.6	-1	-1.9	0	0.7	1.4	-1.0	0
CCSc1cc(C)nc2c(-c3ccccc3)cnn12	-20	4.0*	3	3.8	3	13*	-1	7.0	18*	2.4*	-14
CC(=O)Nc1ccc(NC2=CC(=O)CC(C)(C)C2)cc1	-22	0.1	4	-0.6	1	-0.1	-4	2.2	-0.2	-0.5	-17
O=S(=O)(NN=Cc1cccc(Cl)c1)c1ccccc1	3	-0.4	-7	x	-10	0.1	0	x	-1.1	-1.4	2
CCOC(=O)c1ccc(NC(=O)CCn2nnc3ccccc32)cc1	2	-0.2	-11	0.1	2	0.9	-4	-0.5	4.4	-1.5	-1
COc1cc(CNc2nnnn2C)ccc1OCc1c(F)cccc1Cl	-8	-0.4	4	3.0	-6	0.9	-8	1.2	-4.4	-0.5	-1
Cc1ccnc(NC(=O)CCNC(=O)c2ccc(Cl)cc2)c1	-8	5.1*	2	0.6	-14	3.1	-5	4.7	11*	-0.5	-2
O=C1CCCC/C1=C/NCc1ccc(F)cc1	-1	-0.1	2	0.5	-4	0.5	-1	-0.2	-2.1	-1.2	-2
O=C(Nc1ccccc1-c1ccccc1)c1ccccc1[N+](=O)[O-]	-2	0.0	0	0.3	-6	-0.5	-2	-1.2	-2.0	-1.3	2
COCCCn1c(=S)[nH]c(C)c(C)c1=O	-5	-0.3	2	1.6	-3	2.6	-2	1.5	0.5	-1.3	2
COc1ccc(-n2c(=O)c(CCC(=O)N3CCN(c4cccc(OC)c4)CC3)nc3ccccc32)cc1	1	0.8	-2	-0.9	-2	-0.2	-1	-3.9	3.0	-0.9	5
COc1cc(/C=N/NC(=O)CCc2ccccc2)ccc1O	1	-0.4	-2	-1.2	-13	-1.0	-7	1.9	-1.4	-0.4	-1
Cc1csc(SCC(=O)Nc2ccc(C)c(S(=O)(=O)N(C)C)c2)n1	-1	-0.8	2	0.1	-11	-0.1	1	0.0	0.8	-1.1	3
CCOC(=O)C1(C)CCCCCN1C(=O)c1ccc(C(F)(F)F)nc1C (configuration not stated)	5	-2.1	-8	x	-8	-1.1	1	0.7	-1.9	-0.6	4
CC12CN(S(=O)(=O)c3ccccc3)CC(C)(CN(S(=O)(=O)c3ccccc3)C1)C2	2	-0.1	-3	1.0	4	0.1	-1	2.1	0.3	-1.2	2
CCN(CC(=O)NC(C)(C)C)Cc1cc(=O)n2c(-c3ccccc3)csc2n1	-96	-0.5	6	0.3	-70	-1.2	-27	1.1	-0.2	-0.6	-56
Cc1ccccc1/C=C/c1cccc[n+]1C	-2	0.1	8	0.1	6	2.0	2	-0.3	-2.2	-0.4	5
O=C(c1ccco1)N1CCN(S(=O)(=O)c2cccc3nsnc23)CC1	2	-0.3	2	-0.8	-2	-2.2	-1	0.3	-2.0	-1.2	-1
Cc1ccccc1OCC(=O)OCC(=O)Nc1ccc2c(c1)OCO2	-13	-1.1	15	0.9	-10	-0.1	-2	-0.6	-0.5	-0.9	-9
CNc1cnc(-c2cccc(C(=O)N3CCOCC3)c2)cn1	-191	0.0	9	x	i	-1.4	-354	0.5	-2.4	-1.3	-143
O=C(CN1CCOCC1)Nc1ccc2c(c1)CCC2	-2	0.5	1	0.6	-4	0.6	-6	0.2	10	0.1	2
Cc1sc2nnn(CC(=O)N3CCN(C(=O)c4ccco4)CC3)c(=O)c2c1C	-11	0.1	5	-0.5	-29	-1.8	-2	0.9	-1.6	-1.3	-5
Cc1ccccc1C(=O)Nc1nc(=S)ss1	1	0.0	4	-0.2	4	0.8	-2	-2.0	-0.2	-0.4	0
COc1cccc(NC(=O)C2CCN(S(=O)(=O)c3ccc4c(c3)NC(=O)C(C)S4)CC2)c1 (configuration not stated)	-5	-0.3	-36	-1.2	12	0.9	3	-0.9	-1.1	-1.4	3
CN(CCc1ccccn1)C(=O)CC1C(=O)NCCN1Cc1cccc(F)c1 (configuration not stated)	-48	-1.1	-1	0.3	-56	1.3	-14	-0.4	0.8	-0.7	-32
Nc1nc(N)c2cc(S(=O)(=O)c3ccc4ccccc4c3)ccc2n1	-196	-3.9	-5	-2.9	-53	-3.7	-16	-2.3	-4.8	-1.4	-120
Additional entries follow.
SMILES	PLC-beta3 inh	DAX1 inh-1	sPLA2-III inh	DAX1 inh-2	ADAM10 inh	hcDAF-12 act	ADAM17 inh	GAA850 FXN act	hgDAF12 agonist	ssDAF12 agonist	PLCg1 inh
CCOC(=O)CCCNC(=O)CCNC(=O)c1ccc(OCCC(C)C)cc1	-7	-0.2	-3	x	3	-0.4	1	-2.2	0.1	-1.2	3
O=S(=O)(NC1CCCCC1Sc1ncccn1)c1ccc(Cl)cc1 (configuration not stated)	3	-0.2	-4	-0.7	-3	-3.2	1	0.8	-0.1	-0.7	-3
CCc1ccc(NC(=O)C2CCCN2c2nn3c(=O)cc(C)nc3s2)cc1 (configuration not stated)	-1	0.5	9	1.4	-3	-0.1	-3	0.7	-0.9	-0.9	0
CN(C)c1nc(N(C)C)nc(N(C#N)CN2C(=O)c3ccccc3S2(=O)=O)n1	1	0.9	-3	1.5	-7	-0.6	-3	0.6	1.2	-1.3	-1
O=C(COc1ccc2c(c1)oc(=O)c1ccccc12)NCCN1CCOCC1	-220	-0.5	0	0.2	i	-2.0	-244	-0.2	0.9	-1.3	-145
CC1CCN(C(=O)CNC(=O)c2cccc(OC(F)F)c2)CC1	-4	0.4	3	1.9	6	1.0	-1	0.9	-1.2	-1.8	-2
